Source: PubChem (several laboratories)
BAP1 inh = human BAP1 deubiquitinase inhibition | 72,000 tested, 0.48% active | recombinant BAP1, Ub-AMC hydrolysis fluorescence kinetic; stronger effect = lower value | activity remaining (% of control), % at 20 µM;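 active = activity remaining at or below 50% of control, provided the compound also passes the data quality filters; inactive = the rest, including low values that fail the filters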;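 also: 100% = DMSO wells rate and 0% = substrate alone blank rate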
Target sequence (Q92560 whole entry, looked up): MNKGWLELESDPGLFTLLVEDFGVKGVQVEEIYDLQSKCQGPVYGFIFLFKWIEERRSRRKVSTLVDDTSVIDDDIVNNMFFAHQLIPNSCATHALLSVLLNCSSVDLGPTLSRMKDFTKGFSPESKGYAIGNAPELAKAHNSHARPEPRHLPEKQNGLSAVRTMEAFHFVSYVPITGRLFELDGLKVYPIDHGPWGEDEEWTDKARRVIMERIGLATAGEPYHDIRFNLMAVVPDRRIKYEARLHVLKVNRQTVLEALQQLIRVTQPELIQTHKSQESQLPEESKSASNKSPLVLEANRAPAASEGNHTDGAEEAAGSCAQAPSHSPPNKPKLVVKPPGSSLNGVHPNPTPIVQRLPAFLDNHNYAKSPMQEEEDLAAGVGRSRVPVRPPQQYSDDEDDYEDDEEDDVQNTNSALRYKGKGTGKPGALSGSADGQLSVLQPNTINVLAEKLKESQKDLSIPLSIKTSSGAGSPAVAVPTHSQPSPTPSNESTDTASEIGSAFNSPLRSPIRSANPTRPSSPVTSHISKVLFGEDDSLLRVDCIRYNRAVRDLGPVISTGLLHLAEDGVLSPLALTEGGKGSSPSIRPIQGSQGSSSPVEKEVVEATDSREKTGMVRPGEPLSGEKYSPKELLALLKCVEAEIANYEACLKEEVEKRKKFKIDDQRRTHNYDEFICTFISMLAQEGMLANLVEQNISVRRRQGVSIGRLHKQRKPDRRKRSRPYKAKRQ
HePTP inh = inhibitors of human HePTP phosphatase; P35236; 110,000 tested, 0.64% active; recombinant HePTP phosphatase activity, OD absorbance; AID 521; inhibition, % at 20 µM; in the data active = inhibition above about 50%;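 also: plate controls were vehicle for no effect and reference inhibitor for full effect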
Numbers without * were called inactive; / = no result given; & = joins results of further samples.

SMILES	BAP1 inh	HePTP inh
CCOc1cccc(/C=C2\C(=O)NN(c3ccccc3)C2=O)c1O	/	-4
CCCS(=O)(=O)N1CCC(C(=O)NCc2cccnc2)CC1	77	2
COc1ccc(-n2ncc3c(=O)n(CC(=O)N4CCCc5ccccc54)cnc32)cc1	94	-6
CC1CCCCC1n1c(=S)[nH]c2ccccc2c1=O (stereo unspecified)	81	2
COc1cc(/C=C2/C(=O)NC(=S)N(c3ccccc3F)C2=O)ccc1OCc1ccc(C(=O)O)cc1	/	2
COC(=O)c1ccc(NC(=O)CC2CCC2)cc1	/	4
CCCN1C(=O)SC(CC(=O)Nc2ccc(Br)cc2)C1=O (stereo unspecified)	96	-4
CCn1c2ccccc2c2nnc(SCC(=O)Nc3nnc(C(C)C)s3)nc21	/	-6
COc1cccc(N2C(=O)C(=O)/C(=C(\O)c3ccccc3)C2c2ccc(OC)c(OC)c2)c1 (stereo unspecified)	/	-1
CN1C(=O)NC(NC(=O)c2ccncc2)(C(F)(F)F)C1=O (stereo unspecified)	97	8
COCCNC(=O)C(=O)Nc1ccccc1F	/	-3
O=C1NCCN1C(=O)c1ccccc1F	108	0
CCOC(=O)c1cc(-c2ccc(Cl)s2)nc2c1c(C)nn2C	177	8
CCCCOC(=O)CSCC(=O)Nc1cc(C)on1	101	3
Cc1cc(-c2ccccc2)nc(N/N=C/c2ccc([N+](=O)[O-])cc2)n1	/	8
CCC(=O)Nc1cccc(Br)c1	89	-2
Oc1ccc(NC(=S)N=Nc2c(O)[nH]c3ccccc23)cc1	/	0
O=C(NCc1ccccc1)C1CCCN(S(=O)(=O)c2cccnc2)C1 (stereo unspecified)	152	1
CCN(CC)CCCOc1ccc(I)cc1	/	-2
Cc1c(C#N)c2ncn(Cc3ccccc3)c(=O)c2n1-c1ccccc1	94	8&-4
Cc1ccc(C)c(-n2nnnc2SCC(=O)NCCC2=CCCCC2)c1	83	7
O=[N+]([O-])c1ccc(C2SCCN2S(=O)(=O)c2ccc3ccccc3c2)cc1 (stereo unspecified)	/	6
COc1ccc(OC)c(-n2c(O)c(C=NCc3ccc(F)cc3)c(=O)[nH]c2=O)c1	/	-5
Cc1nn(C)cc1CNC(=O)c1ccc(Br)o1	162	-4
Cc1cc(N2CCN(C3CCCCC3)CC2)n2nc(C)nc2n1	96	5
CCn1c2ccccc2c2cc(C=Nc3cccc4c(=O)[nH][nH]c(=O)c34)ccc21	/	6
Cc1cc(S(=O)(=O)n2cnc3ccccc32)c(C)cc1Cl	98	-4
O=S(=O)(O)c1cc(OS(=O)(=O)c2ccccc2)cc2ccccc12	/	-12
N#CCCCSc1nnnn1-c1ccccc1	123	/
COc1ccc2c(c1)CC/C(=C\c1ccccc1)C2=O	/	1
COc1ccc(C2CC(c3ccc(F)cc3)=NN2c2ccccc2F)cc1OC (stereo unspecified)	/	-3
CCCc1nc(NCc2ccncc2)c2nnn(Cc3ccccc3F)c2n1	69	-1
O=C(CN1CCC(n2nnc3cc(F)ccc32)CC1)NC1CC1	94	2
CC1(C)NC(=O)N(CCOc2cccc(Oc3ccccc3)c2)C1=O	66	9
Cc1onc(-c2c(F)cccc2Cl)c1C(=O)Nc1c(C)n(C)n(-c2ccccc2)c1=O	93	8
COc1ccc(NC(=O)CSc2nc3ccccc3c(=O)n2-c2ccc3c(c2)OCO3)c(OC)c1	/	24
Cc1cc([N+](=O)[O-])ccc1N=Cc1ccc(O)cc1O	/	4
Clc1cccc(CSc2nnc(-c3ccc(Cl)cc3Cl)o2)c1	/	5
CCc1ccc(-c2cn(-c3nc(C)cc(C)n3)c(=N)o2)cc1	86	5
CCCCOc1ccc(-c2cnc(S(C)(=O)=O)nc2)cc1	/	-9
CN(Cc1ccccc1)S(=O)(=O)c1ccc(NS(C)(=O)=O)cc1	137	2
O=c1[nH]c(C2CCCN(S(=O)(=O)c3ccccc3)C2)nc2c1nnn2Cc1ccccc1 (stereo unspecified)	139	4
C=CCc1cc(/C=C2\C(=O)NC(=S)N(c3cccc(Br)c3)C2=O)cc(OC)c1O	/	9
O=c1c(O)c(-c2ccc(O)c(O)c2)oc2cc(O)cc(O)c12	70	/
CC(C)N(CC#CC(O)(c1ccccc1)c1ccccc1)C(C)C	/	29
COc1ccc(Cn2c(CCC(=O)O)nc3cccnc32)cc1	107	1
C/C(CC(=O)NC12CC3CC(CC(C3)C1)C2)=N\NC(=O)c1ccccc1I	/	-4
CNc1nc(C)c(C#N)c(-c2ccccc2)c1C(C)=O	94	4
CN(C)c1nc(C(=O)OCCO)nc(N(C)C)n1	104	/
O=C(Nc1ccc(C(=O)Nc2ccc(Cl)cc2)cc1)c1ccccc1	76	4
O=C(NCCCOC(=O)c1ccccc1Br)c1ccccc1Br	/	-8
Cc1cc(=O)oc2cc(OCC(=O)C(C)(C)C)ccc12	/	5
O=C(NC(=S)Nc1ccc(Br)cn1)c1ccco1	/	8
Cc1ccc(S(=O)(=O)N(C)CCCC(=O)n2nc(C)cc2C)cc1	125	11
CN(C)CCCCSC(=N)N	99	/
CCn1c(CNC(=O)c2ccc3c(c2)OCO3)nnc1SCC(=O)Nc1cc(C)ccc1OC	98	5
CC(=O)Nc1ccc(S(=O)(=O)NC(C(=O)O)C2=CCC=CC2)cc1 (stereo unspecified)	125	-2
O=C(C1CC(c2ccc(F)cc2)=NO1)N1CCCCC1 (stereo unspecified)	95	5
COc1ccc(N(C(C)C(=O)NC2CCCCCC2)S(C)(=O)=O)cc1 (stereo unspecified)	106	1
CCOC(=O)c1c(NC(=O)c2ccc(F)cc2)sc(C)c1CC	/	1
(listing goes on)
SMILES	BAP1 inh	HePTP inh
CC1=NN(c2ccccc2)C(=O)C1/C=C1\NC(=S)NC1=O (stereo unspecified)	/	4
Cc1nc2ccccc2c(=O)n1/N=C/c1c(O)ccc2oc3c(c12)CCCC3	57	9
CCCCS(=O)(=O)/C=C\C1C2C=CC(C2)C1S(=O)(=O)CCCC (stereo unspecified)	96	5
CCN(CCNC(=O)C1CCN(Cc2nc(-c3ccc(Cl)cc3)oc2C)CC1)c1ccccc1	116	8
CCCOc1cccc(C(=O)Nc2cc(-c3nc4ccccc4o3)ccc2C)c1	51	/
COc1ccc(C2CC(=O)N(CCCN(C)C)C2)cc1 (stereo unspecified)	/	11
Cc1nc2c3ccccc3[nH]c(=O)n2n1	103	4
c1ccc(Cc2nnc3sc(-c4ccc5c(c4)OCO5)nn23)cc1	/	1
Cc1cc(NC(=O)COc2cccc3cccnc23)no1	94	14
Cc1cc(C)c2cccc(NC(=S)NC(=O)c3ccccc3)c2n1	/	2
Cc1ccccc1S(=O)(=O)NNC(=O)c1ccccc1O	/	7
CCC(c1nc2ccccc2c(=O)n1-c1cccnc1)N1C(=O)c2ccccc2C1=O (stereo unspecified)	60	5
CC1(C)CC(=O)c2cnc(NCc3ccco3)nc2C1	92	11
CC(=O)Nc1nc(C)c(-c2csc(Nc3ncccn3)n2)s1	/	-14
O=C(NCC(c1cccnc1)N1CCN(c2ccccc2)CC1)c1ccc2c(c1)OCO2 (stereo unspecified)	95	9
CCOC(=O)N1CCN(C(=O)/C(=C/c2ccc3c(c2)OCO3)NC(=O)c2cccs2)CC1	/	-22
Cn1c(=O)[nH]c(=O)c2c1nc(Br)n2CCOc1ccccc1	104	6
O=C(COc1ccccc1)NCCSCc1ccco1	102	10
CCCCNCCCOc1ccccc1CC	/	-21
COc1cc2c(cc1NC(=O)c1ccc3c(c1)OCO3)oc1ccccc12	/	8
Cc1ccc(N2CC(C(=O)N3CCN(c4ccccc4)CC3)CC2=O)cc1 (stereo unspecified)	90	3
CC1CCN(S(=O)(=O)c2cccc3cccnc23)CC1	/	1
O=C(CSc1nnc(C2CCCCC2)n1-c1ccccc1)NCc1ccco1	102	6
O=C(O)c1cc(S(=O)(=O)N2CCOCC2)ccc1Cl	57	/
CCN(Cc1ccncc1)S(=O)(=O)c1ccc(C(C)=O)cc1	104	12
N#C/C(=C\c1cccc(O)c1)C(=O)Nc1ccc(F)cc1	/	4
CC1(C)C(C=C(Cl)Cl)C1C(=O)ON1C(=O)CCC1=O (stereo unspecified)	/	-13
COc1ccc(-n2c(/C=C/N(C)C)c([N+](=O)[O-])c3ccc(O)c(COC(C)=O)c32)cc1	/	9
Cc1cc2c(cc1C)NC(c1cccc(C(F)(F)F)c1)C1=C(CC(C)(C)CC1=O)N2 (stereo unspecified)	100	-2
CN(CC(=O)N1CCCc2c1c(=O)oc1ccc(O)cc21)Cc1ccccc1	85	12
CCOC(=O)CCCSc1nc2sc(C)c(C)c2c(=O)[nH]1	88	0&9
CC(Sc1cccc(C(F)(F)F)c1)C(=O)NC(N)=O (stereo unspecified)	92	-2
O=C(Nc1ccc(Br)cc1F)c1ccncc1	94	7
CC(C(=O)NCCCN1CCOCC1)(c1ccccc1)c1ccccc1	/	5
O=S(=O)(NC1CCCCC1)c1ccc(Cl)s1	134	5
COc1ccc(C)cc1N(CC(=O)O)S(C)(=O)=O	/	-13
CC(=O)Oc1ccc2oc(C)c(C(=O)O)c2c1	/	4
c1ccc(Cn2nnc3c(N4CCCC4)ncnc32)cc1	82	5
O=C(COc1ccc(F)cc1Br)N1CCc2ccccc21	119	12
Cn1cccc1Cc1nnc(SCC(N)=O)n1CCc1ccccc1	95	10
COc1ccc(Cl)cc1C(=O)N1CCN=C1SC	93	-13
CC1(C)OC(=O)C(=Cc2ccc(-c3ccc(Cl)cc3Cl)o2)C(=O)O1	/	6
CCOc1cc(/C=C2/C(=O)NC(=O)N(c3ccc(C)cc3)C2=O)ccc1OC	/	2
O=C(Nc1nnc(-c2ccccc2Cl)o1)c1cccnc1	82	5
CCN(CC)CCNC(=O)c1ccc2c(c1)ncn2C1CCCCC1	94	3
CC(C)Cn1c(=S)[nH]c2sc3c(c2c1=O)CC(C)(C)OC3	/	13
O=C(CSc1ncnc2c1cnn2Cc1ccccc1)Nc1ccc2c(c1)OCCO2	81	0
CCOC(=O)c1c(NC(=O)c2ccncc2)sc2c1CC(C)(C)OC2	/	6
C=CCn1c(N)c(C(=O)N2CCN(C)CC2)sc1=S	83	1
O=C(c1ccco1)N1CCN(C(=O)C2(S(=O)(=O)c3ccc(Cl)cc3)CC2)CC1	121	5
COc1cc(C(=S)N2CCOCC2)cc(OC)c1OC(=O)CCc1ccccc1	/	-5
COc1ccc(OC)c(NC(=O)c2cc3ccccc3o2)c1	130	-2&2
CCN1C(=O)/C(=C\c2ccc(C)cc2)SC1=S	/	6
Cc1cccc(OCC(=O)Nc2ccc(Cl)c(Cl)c2)c1	/	2
Cc1cccc(/C=N\NC(=O)c2ccccc2Cl)c1O	/	-3
Cc1sc2c(c1C)c(=O)n(-c1ccccc1)c1nncn21	/	1
Cc1ccc2oc(-c3cc(NC(=O)c4ccc(C(C)(C)C)cc4)ccc3O)nc2c1	/	-1
COc1ccc(NC(=O)c2ccc3c(c2)n(C)c(=O)n3C)cc1	87	1
NC(=O)c1cc(NC(=O)c2ccc(Cl)c(Cl)c2)cc(C(N)=O)c1	/	-4
CC1CCOP(=O)(C(Nc2ccc(C(C)C)cc2)c2ccc([N+](=O)[O-])cc2)O1 (stereo unspecified)	/	-2
Other entries follow.
SMILES	BAP1 inh	HePTP inh
CC(=O)c1ccc(-n2c(C)ccc2-c2ccccc2)cc1	/	0
CC(C)Oc1ccc(C(=O)Nc2ccc(N(C)C)cc2)cc1	95	1
C=CCN1C(=O)/C(=C\c2ccc(C(=O)OC)cc2)C(C(=O)OC)=C1C	/	0
Clc1ccc(Nc2nc(N/N=C\c3cccnc3)nc(N3CCOCC3)n2)cc1	/	-10
Cc1cc(N2CCN(c3nnnn3-c3ccccc3)CC2)n2ncnc2n1	100	-14
CCOC(=O)CN(C(=O)Cn1nnc2ccccc21)C(C(=O)NCCOC)c1ccccc1C (stereo unspecified)	61	3
O=C(O)C(Cc1c[nH]c2ccccc12)NS(=O)(=O)c1ccc(Cl)cc1 (stereo unspecified)	142	/
